PvdQ inh – P. aeruginosa PvdQ acylase inhibitors, primary screen, biochemical, fluorescence, plate reader and imaging, single point; PvdQ acylase [Pseudomonas aeruginosa LESB58]; hit rate 0.063% among 340,000; inhibition, % at 10 µM; purified PvdQ acylase; in the data active = inhibition above about 30%, passing the limit was not always enough;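 note: 0% = vehicle neutral wells and 100% = reference inhibitor wells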
PfHsp90 yeast 2 – growth inhibition of PfHsp90-expressing yeast, primary screen, antimalarial PfHsp90 inhibitor project, S. cerevisiae, BacTiter-Glo luminescence, single point, set 2; BacTiter-Glo ATP, 48 h; yeast lacking PDR1 and PDR3 efflux regulators; inhibition, % at 9.4 µM; hit rate 0.32% among 310,000; AID 504621, 2011;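 active = every replicate shows inhibition above about 80%, whatever the replicate mean, limit read from the data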;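 note: 0% = DMSO neutral controls and 100% = 20 µM radicicol positive controls; yeast relying on Plasmodium falciparum Hsp90 in place of its own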
DAGLB inh – DAGLB lipase inhibitors, primary screen, biochemical, fluorescence, HTS; AID 504411, 2011; inhibition, % at 5.17 µM; Diacylglycerol lipase-beta (Homo sapiens), Q8NCG7; hit rate 0.059% among 340,000; HEK293T DAGLB membrane lysate, EnzChek fluorogenic substrate; in the data active = inhibition above about 34%;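 note: 0% = enzyme with vehicle and 100% = wells lacking enzyme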
Target sequence (Q8NCG7 whole entry, looked up): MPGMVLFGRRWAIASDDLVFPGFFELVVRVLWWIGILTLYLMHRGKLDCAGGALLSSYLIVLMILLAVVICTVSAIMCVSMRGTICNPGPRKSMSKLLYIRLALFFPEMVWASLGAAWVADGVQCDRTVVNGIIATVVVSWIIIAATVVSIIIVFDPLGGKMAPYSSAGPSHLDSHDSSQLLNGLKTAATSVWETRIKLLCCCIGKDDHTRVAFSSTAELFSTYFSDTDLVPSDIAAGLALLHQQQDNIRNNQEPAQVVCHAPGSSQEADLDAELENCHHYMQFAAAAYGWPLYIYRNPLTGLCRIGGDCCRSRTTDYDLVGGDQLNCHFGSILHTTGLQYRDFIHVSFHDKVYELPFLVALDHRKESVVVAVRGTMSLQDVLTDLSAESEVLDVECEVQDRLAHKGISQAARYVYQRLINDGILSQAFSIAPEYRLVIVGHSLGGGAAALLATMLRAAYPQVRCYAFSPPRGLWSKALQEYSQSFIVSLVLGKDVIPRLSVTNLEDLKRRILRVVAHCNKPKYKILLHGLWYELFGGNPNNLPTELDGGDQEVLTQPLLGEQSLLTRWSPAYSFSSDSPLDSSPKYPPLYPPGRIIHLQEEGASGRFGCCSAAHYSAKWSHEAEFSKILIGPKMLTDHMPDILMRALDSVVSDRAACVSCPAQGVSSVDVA
E coli growth – E. coli V3065 growth inhibition, primary screen, counter-screen for AddAB inhibitor project, absorbance, OD600. hit rate 0.27% among 330,000. 18 h. inhibition, % at 11.9 µM. AID 449728, 2010;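 active = inhibition above the campaign's mean inhibition across all tested compounds plus 3 SD, cut at about 9.9% in these data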;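 note: uninfected addAB+ strain grown without phage in ampicillin broth; 0% = DMSO wells and 100% = ciprofloxacin 0.95 µg/ml wells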
phage Ecoli inh – growth loss of phage-infected E. coli, primary screen, RecBCD inhibitor project, absorbance, with phage, HTS | inhibition, % at 11.9 µM | hit rate 0.26% among 360,000; in the data active = inhibition above about 11%
Tat transport – E. coli Tat export inhibitors, primary screen, MC4100, TorA-mCherry reporter, fluorescence, single point; inhibition, % at 10 µM; hit rate 0.036% among 340,000;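 active = mean replicate inhibition at least 50% and at least half of replicates individually reaching 50%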;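 note: exported cargo escapes ClpAP degradation while cytoplasmic cargo is degraded and loses fluorescence; 0% = median of neutral control wells and 100% = median of NaSCN control wells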
CAL PDZ FP – CAL PDZ peptide-binding inhibitors, primary screen, biochemical, fluorescence polarization, Cer-tagged CAL PDZ, HTS; Golgi-associated PDZ and coiled-coil motif-containing protein (Homo sapiens), Q9HD26; hit rate 0.02% among 330,000; purified CAL PDZ, TMR-peptide fluorescence polarization, 1 h; inhibition, % at 20 µM; AID 504414, 2011;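 active = highest replicate inhibition of at least 40%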;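 note: plate controls were DMSO neutral control wells for no effect and unlabeled competitor peptide control wells for full effect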
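Control set: unlabelled peptide and DMSO controls / Material: purified CerCALP PDZ construct / Timing: 1 h incubation at room temperature before polarization reading / Doses: 20 µM, one dose / Detection: fluorescence polarization (mP)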
Rtt109 Vps75 – inhibitors of C. albicans Rtt109/Vps75 HAT, primary screen, biochemical, ThioGlo CoA-SH fluorescence, plate reader; inhibition, % at 34.9 µM; purified Rtt109/Vps75, 4 h; Histone acetyltransferase RTT109 (Candida albicans (strain SC5314 / ATCC MYA-2876)), …; AID 540336, 2011; hit rate 0.16% among 330,000;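 active = inhibition of at least 50% in every replicate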
Target sequence (Q5AAJ8 whole entry, looked up): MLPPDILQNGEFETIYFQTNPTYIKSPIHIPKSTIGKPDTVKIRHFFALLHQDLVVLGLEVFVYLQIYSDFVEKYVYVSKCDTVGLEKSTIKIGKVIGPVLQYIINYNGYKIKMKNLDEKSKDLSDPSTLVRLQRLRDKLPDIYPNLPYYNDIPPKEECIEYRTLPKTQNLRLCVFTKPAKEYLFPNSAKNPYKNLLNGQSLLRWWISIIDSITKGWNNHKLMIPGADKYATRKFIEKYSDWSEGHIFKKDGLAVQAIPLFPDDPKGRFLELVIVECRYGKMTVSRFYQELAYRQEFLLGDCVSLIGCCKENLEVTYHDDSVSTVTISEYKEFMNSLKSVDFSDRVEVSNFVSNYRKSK
AddAB inh – growth inhibition of E. coli expressing H. pylori AddAB, primary screen, AddAB inhibitor project, absorbance | inhibition, % at 11.9 µM | hit rate 0.29% among 330,000; in the data active = inhibition above about 12%;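 note: 0% = vehicle wells of infected cells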
Wnt act – Wnt/beta-catenin pathway activators, primary screen, cell-based, plate reader, single point; Wnt/beta-catenin reporter cell assay, activator; activation, % at 9.35 µM; hit rate 1.2% among 300,000; in the data active = activation above about 30%, passing the limit was not always enough;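 note: 0% = neutral control wells and 100% = positive control wells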
Active calls of the source: *; nt = not tested or not shown. Hits appear at their usual frequency, and some 1.9% of all compounds hit somewhere here.

SMILES	PvdQ inh	PfHsp90 yeast 2	DAGLB inh	E coli growth	phage Ecoli inh	Tat transport	CAL PDZ FP	Rtt109 Vps75	AddAB inh	Wnt act
CCCCCC(=O)N[C@@H](c1ccccc1)[C@@H](O)C(=O)O[C@H]1C[C@@]2(O)[C@@H](OC(=O)c3ccccc3)C3[C@](C)(C(=O)[C@H](OC(C)=O)C(=C1C)C2(C)C)[C@@H](O)C[C@H]1OC[C@@]31OC(C)=O (stereo partly specified)	0.1	5.2	2.4	0.3	2.6	2.8	-0.1	22.2	1.3	-1.8
O=C(O)c1cccc(N2C(=O)C3CC=CCC3C2=O)c1 (stereo unspecified)	-4.7	10.4	-1.2	-0.9	-0.8	1.7	-2.5	0.4	0.3	1.6
O=C(CCNC(=O)c1ccccc1Cl)NCCc1ccc(Cl)cc1	-16.9	-20.1	-5.0	-0.7	-0.4	1.1	-0.4	3.1	-1.9	0.9
CC1(C)CC(=O)C2=C(C1)Nc1ccccc1NC2c1ccc(F)cc1 (stereo unspecified)	-5.0	-2.0	0.4	0.4	1.7	-2.2	nt	0.9	0.8	1.4
Oc1c(CNc2ccccc2)cc(COCc2ccccc2)c2cccnc12	4.7	-64.7	-11.3	5.4	9.5	-3.0	-0.9	-5.9	8.4	-0.1
Cc1cc2ncn(/N=C/c3ccc([N+](=O)[O-])o3)c2cc1C	1.9	-129.8	2.9	31.5*	13.6*	3.2	-1.9	7.1	85.8*	2.1
CCOc1ncccc1C(=O)NCc1ccc(OC)c(OC)c1	-9.5	11.5	-2.8	-3.2	3.4	1.7	-0.6	-1.3	-1.2	nt
Fc1ccc2nc(C(F)(F)F)cc(N3CCOCC3)c2c1	-14.6	-3.9	-1.8	nt	0.7	-1.6	-0.5	3.3	nt	-1.7
CCC(c1nnc(SCC(=O)NCC2CCCO2)n1Cc1ccccc1)N(C)C (stereo unspecified)	-8.0	-0.6	-1.1	0.9	2.0	-2.3	-0.8	4.1	0.5	nt
CCNC(=S)NNC(=O)Cn1nc(C)cc1C	-5.2	-32.0	-0.8	-1.8	nt	0.3	nt	2.5	-4.0	-1.2
COc1ccc(OC)c(CN2CCCCCC2)c1	-2.4	-0.1	-2.7	-2.4	1.4	-3.3	-0.5	-3.4	2.2	1.2
Cc1ccc2c(c1)C(c1ccc(F)cc1)N(C(=O)c1ccccc1Br)CC(=O)N2 (stereo unspecified)	-16.5	2.6	0.6	0.6	-2.1	10.1	-2.1	0.0	-0.2	-1.5

Look-ups from the results shown.
CCC(c1nnc(SCC(=O)NCC2CCCO2)n1Cc1ccccc1)N(C)C (stereo unspecified) | Rtt109 Vps75: 4.1
CCOc1ncccc1C(=O)NCc1ccc(OC)c(OC)c1 | AddAB inh: -1.2
Oc1c(CNc2ccccc2)cc(COCc2ccccc2)c2cccnc12 | Rtt109 Vps75: -5.9
Fc1ccc2nc(C(F)(F)F)cc(N3CCOCC3)c2c1 | PfHsp90 yeast 2: -3.9

The listing picks up; the 2 compounds before the break are reprinted first.
SMILES	PvdQ inh	PfHsp90 yeast 2	DAGLB inh	E coli growth	phage Ecoli inh	Tat transport	CAL PDZ FP	Rtt109 Vps75	AddAB inh	Wnt act
COc1ccc(OC)c(CN2CCCCCC2)c1	-2.4	-0.1	-2.7	-2.4	1.4	-3.3	-0.5	-3.4	2.2	1.2
Cc1ccc2c(c1)C(c1ccc(F)cc1)N(C(=O)c1ccccc1Br)CC(=O)N2 (stereo unspecified)	-16.5	2.6	0.6	0.6	-2.1	10.1	-2.1	0.0	-0.2	-1.5
CCN(CC)C(=O)COc1ccc(Br)cc1Cl	-3.3	nt	-0.6	0.6	2.9	4.8	-0.5	9.4	3.0	-0.9
CCN(CC)c1ccc(C(=O)c2ccccc2C(=O)O)c(O)c1	-9.5	nt	2.4	-0.8	2.3	-12.6	0.5	4.0	2.6	nt
CCn1c(=N)n(CCO)c2ccccc21	-15.7	6.6	-2.6	-1.1	3.0	-14.7	-0.3	0.8	1.4	nt
CC(C)CC(=O)NC(NC(=S)Nc1sc2c(c1C#N)CCCC2)C(Cl)(Cl)Cl (stereo unspecified)	-7.3	nt	0.6	1.5	3.6	3.4	-0.2	0.8	0.8	-3.0
CCS(=O)(=O)c1ccc(O)c(NC(=O)CC2(CC(=O)O)CCCC2)c1	20.5	3.7	0.3	-0.2	0.4	1.9	0.3	nt	-0.8	-1.7
Cc1cc(Cl)ccc1OCCCC(=O)OCC(=O)c1c(N)n(C)c(=O)n(C)c1=O	-19.5	-17.9	-1.7	0.5	2.8	6.9	-3.3	-0.3	1.8	2.1
CCOC(=O)C(NC(=O)NCc1ccccc1OC)(OCC)C(F)(F)F (stereo unspecified)	-10.9	23.5	-0.3	1.5	2.2	-3.6	-1.8	3.7	4.3	-3.4
O=C(Cn1ccc(C(F)(F)F)n1)Nc1cccc(S(=O)(=O)N2CCCCC2)c1	1.7	-7.0	-3.3	23.7*	5.5	-1.2	0.0	10.6	34.6*	-1.2
COC(=O)c1cn(CC(=O)NCc2cccs2)c2ccccc12	-12.9	-14.9	-0.9	1.6	2.2	-2.3	-1.9	-0.8	-0.9	21.8
CCCc1ccc2oc(C(=O)NCCCN3CCOCC3)c(C)c2c1	-10.2	20.6	2.4	-0.9	4.0	7.0	-0.2	0.5	1.5	23.8
CC(=O)Nc1ccc(C(=O)OCC(=O)Nc2ccccc2F)cc1	-10.4	7.0	1.2	0.8	3.0	-5.2	-0.1	-0.6	3.2	0.9
COc1ccc(CCC(=O)Nc2ccc(S(=O)(=O)N3CCCC3)cc2)cc1OC	-19.2	-16.6	-1.3	0.0	0.5	-0.4	-0.1	-4.2	3.0	-2.2
CCOC(=O)c1c(C)[nH]c(C2=NNC(=Nc3ccccc3OC)SC2)c1C	-16.7	-43.0	-36.0	-0.2	2.1	-9.5	1.0	-5.8	0.2	2.4
CCS(=O)(=O)C1=NN2C(=N)/C(=C\c3ccc(OS(=O)(=O)c4ccccc4)cc3)C(=O)N=C2S1	5.6	0.4	8.3	-3.6	nt	-10.0	-2.8	9.6	-1.6	nt
CCOC(=O)C1=C(C)NC(=O)NC1c1ccc2c(c1)OCO2 (stereo unspecified)	-4.4	-8.6	2.2	-3.0	1.4	10.8	-1.6	-1.6	0.2	nt
O=C(COc1ccccc1F)N1N=C(c2cccs2)CC1c1ccco1 (stereo unspecified)	6.4	-8.3	-1.6	nt	2.3	9.1	-3.7	8.0	nt	0.2
CCOCCCn1c(=S)[nH]c2cc(C(=O)N3CCC(C(N)=O)CC3)ccc2c1=O	8.6	15.0	-1.4	0.8	-0.3	-8.0	-0.3	5.1	2.5	-0.1
Cc1ccc(S(=O)(=O)C(C#N)c2nc3ccccc3nc2N2CCC(C)CC2)cc1 (stereo unspecified)	-9.6	-17.1	4.9	nt	2.0	0.7	-2.4	-6.9	nt	-1.3
CCOC(=O)C1CCCN(C(=O)c2cc3c(OC)c(OC)c(OC)cc3[nH]2)C1 (stereo unspecified)	0.7	17.0	-0.5	0.2	3.3	15.1	0.2	-15.7	-2.2	-2.7
O=C(CCc1nnc2n(Cc3ccccc3Cl)c(=O)c3ccccc3n12)NCCCN1CCOCC1	-16.5	-11.4	1.0	2.6	0.5	-10.7	0.4	-1.7	4.2	-2.0
CCO[C@@H]1OC(C(=O)N2CCOCC2)=C[C@H](C)[C@H]1CCCO	-15.9	4.8	1.5	0.0	2.5	1.3	0.2	-33.6	1.6	1.4
O=C(Nc1ccccc1)c1ccccc1OCc1cccc([N+](=O)[O-])c1	-5.4	-3.2	-0.1	-2.5	0.8	-5.0	-1.8	2.8	-0.9	-2.1
COc1ccc2c(C)cc(SCn3nnc4ccccc4c3=O)nc2c1	-2.8	23.8	-0.2	1.4	2.9	-0.6	0.7	-4.2	3.7	nt
CCOC(=O)Cc1csc(NC(=O)Nc2cccc(OC)c2)n1	-7.2	1.8	1.1	4.2	3.3	-0.3	-0.9	1.8	3.5	0.1
Cc1ccnc(N/C=C(/NC(=O)c2ccccc2)C(=O)NN)n1	6.6	-10.0	-3.7	-0.2	2.4	1.6	-0.3	12.1	-4.3	-6.8
Cc1onc(-c2c(Cl)cccc2Cl)c1C(=O)c1c[nH]c(C(=O)NCC2CCCO2)c1 (stereo unspecified)	10.1	0.2	-2.0	-1.0	0.5	-7.8	-0.3	32.5	0.5	-5.2
c1ccc(CNc2ncnc3sc4c(c23)CCCC4)nc1	-3.1	13.5	-2.7	0.1	-0.6	5.1	-2.1	-12.8	0.7	-0.5
CC1CCN(CCCNC(=O)C2CC(=O)N(CCc3ccccc3)C2)CC1 (stereo unspecified)	4.2	-1.7	-1.9	1.9	1.2	-0.8	-1.7	4.8	0.4	2.5
O=C(Nc1ccccc1)NC1CCN(CCCN2C(=O)c3ccccc3C2=O)CC1	-15.0	19.3	0.7	0.2	0.6	4.4	-2.0	-0.9	1.2	nt
Fc1ccc(OCc2nnc(SCCN3CCOCC3)o2)cc1	-5.6	-13.0	1.3	0.5	-0.1	-0.7	0.6	2.4	0.6	nt
COC(=O)c1sc(NC(=O)/C=C/c2ccccc2Cl)nc1C	-16.5	-7.5	-2.6	0.2	-0.9	-1.1	-1.1	0.5	6.8	-1.0
CC(CNC(=O)CCn1c(=O)c2cccn2c2ccc(F)cc21)c1ccccc1 (stereo unspecified)	-14.1	4.2	-2.1	-2.5	2.7	-2.2	-3.0	3.6	0.4	-0.5
OC(COc1ccc(CN2CCSCC2)cc1)CN1CCCCC1 (stereo unspecified)	-9.0	8.1	-0.2	-0.3	-0.3	-3.5	-0.5	-1.0	-2.0	-2.5
O=C(Nc1ccnn1C1CCN(C(=O)c2ccc(Cl)cc2)CC1)C1CC1	-15.3	12.7	0.2	-0.7	2.1	-2.8	-1.4	3.5	-2.1	0.2
C=CCn1c(SCC(=O)NCC(c2ccccc2)N(C)C)nnc1C1CCCCC1 (stereo unspecified)	-5.1	-11.8	-0.5	-0.3	2.1	2.6	-2.0	-5.3	0.2	2.0
CCC(=O)OCc1cc(=O)oc2ccc3ccccc3c12	-10.4	-39.7	-1.9	-0.6	-3.0	-4.2	3.0	-26.3	1.0	0.2
Cc1cc(C)[n+](Cc2ccccc2)cc1C(N)=O	-1.4	7.3	-2.1	2.8	-0.3	-5.2	-0.8	-12.1	5.9	0.0
COc1ccc(N2C(=O)c3cc4ccccc4cc3C2=O)cc1	-15.0	-10.5	0.5	-1.2	2.8	-3.6	0.6	15.2	0.7	2.1
Cc1cc(C)c2c(=O)[nH]c(SCc3ccccc3C)nc2n1	-17.7	11.0	-0.9	0.3	3.5	-4.6	-1.8	-9.1	2.3	-1.3
C[C@H]1CN([C@@H](C)CO)C(=O)c2cccc(NC(=O)C3CC3)c2O[C@H]1CN(C)CC1CCCCC1	-17.6	-11.7	2.0	-0.6	4.2	1.4	-0.5	-3.7	3.1	1.3
NS(=O)(=O)c1ccc(NC(=O)c2ccc3c(c2)OCO3)cc1	-16.6	12.6	-1.5	-0.5	-0.6	4.7	-2.0	2.4	-0.9	3.3

Assay outcomes: PubChem BioAssay, several laboratories
